# Screening data as filed in PubChem.
# PTHR1 agonist: qHTS for PTHR1 Agonists: Primary Screen. Parathyroid hormone/parathyroid hormone-related peptide receptor (Homo sapiens), Q03431. HEK293 GP2 PTHR1 cells, GloSensor cAMP luminescence, 1 h. Potency, µM (doses to about 115 µM), without a hit: at the top dose activation, hits mostly activators. 410,000 compounds, 0.075% hits. AID 743266, 2014; note: potency is the fitted concentration of half-maximal effect; nearly all actives have a fitted effect of over 55% in size; some results filed as inactive show a strong effect at the top dose; inactives centre near -15; many of its hits are not listed in these tables
#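 HEK-293-derived GP2 cells expressing PTHR1 and a GloSensor cAMP reporter, 3,000/well, plated overnight, given luciferin plus IBMX (each 0.5 mM as added) for 1 h at 37 °C, then compound for 1 h at 37 °C. Luminescence was read after 15 min at room temperature.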
# GLP1R inv ag: qHTS of GLP-1 Receptor Inverse Agonists (Inhibition Mode) | HEK293 GLP-1R CRE-luciferase, luminescence, 24 h; GLP-1R form is constitutively active | Potency, µM (titrated, usually from 38.3 µM), inactives show at the highest dose activity change, negative = inhibition, usual class: inhibitors | 410,000 compounds, 1.6% hits | AID 624417, 2012; note: potency is the fitted concentration of half-maximal effect; % is set by controls: 0 for no effect and ±100 for the full control effect; nearly all actives have a fitted effect of over 55% in size
# Target sequence (P43220 whole entry, looked up): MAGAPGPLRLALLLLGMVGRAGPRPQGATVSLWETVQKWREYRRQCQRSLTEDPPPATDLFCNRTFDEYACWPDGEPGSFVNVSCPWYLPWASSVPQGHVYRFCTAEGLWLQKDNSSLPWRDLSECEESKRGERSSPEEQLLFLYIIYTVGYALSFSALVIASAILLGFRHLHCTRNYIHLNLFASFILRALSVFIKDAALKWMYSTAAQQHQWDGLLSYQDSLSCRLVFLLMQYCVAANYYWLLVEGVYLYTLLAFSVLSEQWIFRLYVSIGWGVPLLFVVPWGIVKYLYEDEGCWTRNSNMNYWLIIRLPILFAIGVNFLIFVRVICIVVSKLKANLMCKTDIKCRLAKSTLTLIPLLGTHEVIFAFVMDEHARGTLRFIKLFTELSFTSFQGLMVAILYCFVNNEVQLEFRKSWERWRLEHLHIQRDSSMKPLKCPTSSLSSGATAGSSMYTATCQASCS
#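 Stable HEK293 clone (constitutively active GLP-1R + cAMP-response luciferase); 200 cells/uL plated, 12 h pre-culture, compound 24 hr, 37 deg C/5% CO2; detection reagent 12 min RT; luminescence.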
# GLP1R ag: qHTS of GLP-1 Receptor Agonists. Glucagon-like peptide 1 receptor (Homo sapiens), P43220. HEK293 GLP-1R CRE-luciferase, luminescence, 4-6 h; cells express a hypersensitive GLP-1R form. Potency, µM (series often up to 45.6 µM), inactives show at the top dose activation, hits mostly activators. 380,000 compounds, 0.007% hits. AID 624172, 2012; note: potency is the fitted concentration of half-maximal effect; % of control where 0% means no effect
# Abeta yeast res: qHTS for compounds that reverse cellular toxicity of Amyloid beta (A-beta) peptide in yeast: Primary Screen; Potency, µM (titrated, usually from 46.1 µM), for inactives: top-dose growth rescue, most hits filed as activators; yeast expressing A-beta42, growth rescue, OD600, 48 h; response scale: 0% DMSO, 100% iron-clioquinol control; 410,000 compounds, 0.063% hits; note: potency is the fitted concentration of half-maximal effect; nearly all actives have a fitted effect of over 55% in size
#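 Yeast A-beta toxicity model in growth medium with pinned compounds, 48 h at 30 C; growth read as absorbance at 600 nm. Normalized to FeCl3/clioquinol equimolar mix (positive) and DMSO (negative).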
# DRD3 antagonist: qHTS of D3 Dopamine Receptor Antagonist: qHTS; D(3) dopamine receptor (Homo sapiens), P35462; D3R cells, DiscoveRx beta-arrestin luminescence, antagonist mode; hits give low values; max response, negative = inhibition, %; 360,000 compounds, 2.5% hits; AID 652054, 2013; in the data active = max response below about -50%; inconclusive = no clear call, values can overlap the other calls; note: % is set by controls: 0 for no effect and ±100 for the full control effect; mostly tested at two doses, the higher about 12 µM
# Target sequence (P35462 whole entry, looked up): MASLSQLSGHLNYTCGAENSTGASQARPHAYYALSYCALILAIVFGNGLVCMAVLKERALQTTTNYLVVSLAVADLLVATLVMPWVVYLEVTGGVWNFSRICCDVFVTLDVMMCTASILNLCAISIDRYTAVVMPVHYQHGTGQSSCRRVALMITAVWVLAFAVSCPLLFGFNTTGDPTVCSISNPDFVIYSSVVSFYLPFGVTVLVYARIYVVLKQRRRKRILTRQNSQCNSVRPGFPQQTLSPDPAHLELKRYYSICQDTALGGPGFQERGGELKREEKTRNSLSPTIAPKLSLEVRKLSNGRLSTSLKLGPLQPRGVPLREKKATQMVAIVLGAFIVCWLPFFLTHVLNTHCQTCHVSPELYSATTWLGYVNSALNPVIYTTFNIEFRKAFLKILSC
#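 Cells expressing the human receptor were seeded at 1500 cells/well, incubated overnight at 37 degrees C in 5% CO2, then exposed to library compounds with dopamine controls for 90 minutes at 37 degrees C before luminescent detection.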
# TDP-43 yeast inh: qHTS of TDP-43 Inhibitors. TDP-43 expressing yeast growth rescue, BacTiter-Glo, 24 h. Potency, µM (top dose mostly 46.1 µM), for the others: top-dose growth rescue (activation), most hits filed as activators. 410,000 compounds, 1.8% hits; note: potency is the fitted concentration of half-maximal effect; % of control where 0% means no effect; nearly all actives have a fitted effect of over 50% in size
#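 In this qHTS, compounds that restore growth of yeast expressing TDP-43 appear as activators. Cells (OD600=0.02, galactose medium, raffinose-pregrown) are incubated with compound 24 hr at 30 deg C and growth is quantified by BacTiter-Glo.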
# pAkt inh: HTS Assay for Inhibitors of Akt Phophorylation: Primary Screen; Neuro2A IGF-stimulated pAkt S473 HTRF, 20 min; hits give low values; 360,000 compounds, 0.32% hits; activity change, % for hits at 50 µM; AID 651550, 2012; in the data active = activity change below about -80%; inconclusive = mostly about -51% to -80%; note: % is set by controls: 0 for no effect and ±100 for the full control effect
#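 Neuro2A cells (4,500/well, DMEM with 0.5% FBS) were treated with compound at a single 50 µM final concentration, stimulated with 6 nM IGF for 20 min at 37 °C, and lysed. Phospho-Akt Ser473 was read by HTRF as 665/615 ratio ×10^4.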
# FUS suppressor: qHTS for Suppressors of FUS Proteinopathy: Primary screen using FUS-linked yeast assay; S. cerevisiae FUS-expressing, growth rescue, OD600, 24 h; Potency, µM (highest dose often 76.6 µM), for the others: at the top dose growth rescue (activation), most hits filed as activators; 390,000 compounds, 0.24% hits; AID 1347120, 2019;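 note: potency is the fitted concentration of half-maximal effect; plate controls were DMSO vehicle for no effect and reference control for full effect; nearly all actives have a fitted effect of over 55% in size; some results filed as inactive show a strong effect at the top dose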
#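 Galactose (2%) drives FUS expression in yeast precultured in raffinose; seeding density OD 0.005. Test compounds incubated 24hr at 30C and 99% humidity before absorbance at 600 nm was measured.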
# aSyn yeast inh: qHTS of alpha-syn Inhibitors | Yeast expressing alpha-synuclein, growth rescue, BacTiter-Glo, 24 h | AID 652106, 2013 | Potency, µM (top dose mostly 46.1 µM), inactives show at the top dose growth rescue (activation), actives largely listed as activators | 370,000 compounds, 0.14% hits; note: potency is the fitted concentration of half-maximal effect; % of control where 0% means no effect; nearly all actives have a fitted effect of over 65% in size
#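 Galactose-induced alpha-syn yeast (OD600=0.02, raffinose-pregrown) + pinned cpd, 24 hr, 30 deg C; growth by BacTiter-Glo luminescence. Growth restoration scores as activation.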
# The depositor's hits bear a star; i = inactive; ? = inconclusive; / = not tested or not shown; [ ] = dose if it differs, or a comment. Unless noted, calls come from the whole dose curve; as a rule, active = well fitted curve in the direction sought with a large enough effect; inconclusive = small, poorly fitted or top-dose-only effect, or another doubt; inactive = no such curve, though single readings can be large; an effect the other way counts as inactive or inconclusive. A portion of the library; rates above refer to the full screens.
SMILES,GLP1R ag,aSyn yeast inh,Abeta yeast res,GLP1R inv ag,PTHR1 agonist,TDP-43 yeast inh,DRD3 antagonist,FUS suppressor,pAkt inh
Cc1cccc(-n2ccc(=O)c(C(=O)Nc3ccc(S(=O)(=O)N4CCOCC4)cc3)n2)c1,-6.3%,1.6%,/,-17.6%,0.0%,-12.4%,-11.9,-1.3%,i
Cc1cnc(C(=O)OCC(=O)NCc2ccc3c(c2)OCO3)cn1,-4.0%,-3.6%,0.0%,3.1%,-24.1%,-13.1%,-1.0,9.6%,i
O=C(Nc1ccccc1Cl)c1cnccn1,-4.7%,-0.4%,-6.0%,2.3%,-6.0%[57.5 µM],-9.7%,16.0,12.4%,i
COCCCNc1nc2ccccc2nc1NS(=O)(=O)c1ccc(C)cc1,4.2%,6.9%,1.6%,-6.9%,-14.2%,?,5.9,-0.5%,i
Cc1nn(C)c(Cl)c1C(=O)NCC(=O)Nc1ccc(C(C)C)cc1,0.6%,-3.8%,-3.7%,-15.5%,i,-7.1%,0.0,4.4%,i
COC(=O)C1=C[C@@H](C(=O)OC)[C@@H]2C3=C(C(=O)[C@]2(C)NC(=O)c2ccccc2)[C@H](C)n2c(=O)n(C)c(=O)n2[C@@H]3C1,-8.0%,0.2%,-6.8%,1.8%,i,2.7%,31.7,-4.4%,i
Cc1ccc(CNS(=O)(=O)/C=C/c2ccc3c(c2)OCO3)cc1,5.6%,12.6%,13.0%,-2.2%,-2.7%[57.5 µM],23.0%,14.1,-6.0%,i
C/C(COc1ccccc1)=N\NC(=O)c1nnn(-c2nonc2N)c1CSc1ccc(C)cc1,18.0%,-0.9%,0.6%,3.1%,9.8%,-0.4%,?,-13.1%,i
Cc1cc(=O)oc2cc(NC(=S)NNC(=O)c3c(Cl)cnn3C)ccc12,4.2%,-19.9%,0.0%,12.1%,i,-5.6%,-4.1,/,i
Cc1cc(C)n(-c2ccc(C(=O)Nc3nnc(C4CC4)s3)cc2)n1,1.4%,2.6%,10.7%,2.3%,-24.4%[57.5 µM],-13.1%,16.2,-8.7%,i
Cc1c(C(=O)NC2CCN(Cc3ccccc3)C2)oc2ccc(Br)cc12 (configuration not stated),3.8%,4.9%,-3.9%,?,i,-7.5%,-58.7*,18.5%,i
CN(C)S(=O)(=O)c1cccc(C(=O)N(Cc2ccc(F)cc2)Cc2ccco2)c1,10.6%,14.7%,-6.0%,?,-24.8%[57.5 µM],9.7%,-3.7,36.2%,i
COc1ccc(N2C(=O)CSC23C(=O)N(CC(=O)NCCc2ccccc2)c2ccccc23)cc1 (configuration not stated),-0.3%,8.1%,0.5%,12.7%,i,0.0%,/,21.1%,/
O=C(NCc1ccc2c(c1)CCN2C(=O)c1ccc(F)cc1)c1c(F)cccc1F,/,/,2.1%,39.8%[activator],-16.2%,26.5%,/,-10.1%,/
CN1CC(=O)N(CC(=O)Nc2ccc(OC(F)(F)F)cc2)c2ccccc2C1=O,/,/,-1.4%,-1.8%,i,11.4%,/,11.3%,/
CN(C)CCCN(C(=O)c1ccco1)c1nc2ccc(F)cc2s1,2.2%,-0.8%,1.6%,?,-22.8%,10.9%,13.2,-9.0%,i
Cc1cccc(-c2nnn(Cc3nnc(NC(=O)c4ccccc4)s3)n2)c1,20.5%,0.4%,19.2%,19.9%,-7.7%[57.5 µM],-5.0%,-0.7,-6.9%,?
CC12CCC(C(=O)NNc3ccccc3)(C(=O)C1=O)C2(C)C (configuration not stated),-3.3%,4.7%,14.2%,?,i,18.7%,-23.5,-2.6%,i
Cc1cccc(N2CCN(C(=O)C3CCCN(S(=O)(=O)c4c(C)noc4C)C3)CC2)c1C (configuration not stated),-4.4%,-2.3%,4.7%,7.94µM*,-36.2%[inhibitor],?,-6.5,41.1%,i
CCCN1C2CCCC1CC(NC(=O)c1cccc(Cl)c1)C2 (configuration not stated),0.2%,1.2%,1.7%,-14.8%,i,19.8%,4.2,3.7%,i
O=C(NCC(=O)N(c1cccc(F)c1)C(C(=O)NCC1CCCO1)c1ccccc1)c1ccco1 (configuration not stated),-9.2%,-2.1%,12.0%,2.5%,i,14.6%,20.8,6.8%,i
Cc1ccc(-c2noc(CCC(=O)Nc3ccc4c(c3)OCO4)n2)cc1,3.6%,3.9%,6.6%,9.3%,-64.4%[inhibitor],10.2%,12.4,9.4%,i
CC(C)(C)OC(=O)N1CCCC1C(=O)O (configuration not stated),2.0%,-1.1%,-6.6%,53.7%[activator],i,2.1%,-13.6,22.7%,i
O=C(CCc1nc2ccccc2[nH]c1=O)OCC(=O)c1ccc(Cl)cc1,-7.7%,-4.4%,6.1%,1.5%,i,-13.9%,-0.9,5.9%,i
Cn1nc(C(=O)Nc2nc3ccccc3[nH]2)c2ccccc2c1=O,8.5%,0.3%,-27.9%,4.0%,i,?,3.9,26.3%,i

# The closing two records of the part before lead into the next.
SMILES,GLP1R ag,aSyn yeast inh,Abeta yeast res,GLP1R inv ag,PTHR1 agonist,TDP-43 yeast inh,DRD3 antagonist,FUS suppressor,pAkt inh
O=C(CCc1nc2ccccc2[nH]c1=O)OCC(=O)c1ccc(Cl)cc1,-7.7%,-4.4%,6.1%,1.5%,i,-13.9%,-0.9,5.9%,i
Cn1nc(C(=O)Nc2nc3ccccc3[nH]2)c2ccccc2c1=O,8.5%,0.3%,-27.9%,4.0%,i,?,3.9,26.3%,i
O=S(=O)(c1ccc2ccccc2c1)N1CCN(C2Cc3ccccc3C2)CC1,8.1%,-5.4%,-32.4%,3.1%,-4.5%,-21.7%,-26.7,/,i
CCOC(=O)c1[nH]c2cc3c(cc2c1NC(=O)CN1CCN(CCO)CC1)OCO3,4.7%,-0.3%,5.2%,-11.5%,i,-10.3%,-10.9,-7.6%,i
COC(=O)c1ccc(C)c(NC(=O)C(CCSC)NC(=O)c2cc(OC)c(OC)c(OC)c2)c1 (configuration not stated),10.8%,8.6%,-9.1%,13.5%,-1.9%,-8.1%,1.5,-1.9%,i
COc1ccccc1CNC(=O)COC(=O)c1c[nH]c2ccccc12,10.7%,-4.7%,-1.7%,?,i,-3.4%,12.8,-2.4%,i
CC(C)CC(=O)C1CCCN(C(=O)c2ccc3oc(Cc4ccccc4)nc3c2)C1 (configuration not stated),18.2%,5.8%,1.1%,?,-56.9%[inhibitor],?,8.4,17.2%,i
CN(C)CCNC(=O)c1cccc(-c2cnc3c(NC=O)cc(-c4ccc(F)cc4)cn23)c1,?,0.7%,-7.2%,-17.0%,i,17.4%,-12.4,1.4%,i
O=C(CN1C(=O)CCC1=O)c1ccc(-c2ccccc2)cc1,2.1%,-4.5%,-5.3%,31.3%[activator],i,-0.7%,4.7,18.8%,i
O=C(CSC1=NS(=O)(=O)c2cc(F)ccc2N1)NCCc1ccccc1,0.8%,-3.4%,0.4%,-2.2%,0.0%,-7.6%,-13.8,-1.8%,i
c1ccc2oc(-c3[nH]ncc3CN(Cc3ccncc3)CC3CCCO3)cc2c1 (configuration not stated),5.2%,-1.2%,-1.1%,-18.7%,-12.0%,9.8%,7.4,-17.6%,i
Cn1c(NCCCO)nc2ccccc21,-9.7%,/,8.6%,-3.4%,i,-4.1%,0.0,3.8%,/
O=C(CSc1nc(-c2ccccc2)nc2c1CCCC2)c1ccc(Cl)cc1,-2.3%,-0.2%,-5.9%,1.4%,-21.8%,13.1%,/,-20.8%,/
COc1ccc(-n2c(SCC(=O)N3CCCCC3)nc(O)cc2=O)cc1,11.0%,2.8%,2.2%,5.1%,i,-3.1%,6.2,31.6µM*,i
CCOc1ccc(-c2nnc(N3CCCCC3)c3ccccc23)cc1,1.3%,-8.5%,-2.9%,?,i,10.5%,-3.7,10.2%,i
COc1ccc(C)cc1Nc1n[n+](-c2ccccc2)c(-c2ccc(C(=O)O)cc2)s1,0.1%,7.1%,-28.9%,6.2%,-11.3%,-6.7%,1.4,36.0%,i
CC(C)CN(CC(C)C)C(=O)c1cccc(S(=O)(=O)N2CCc3ccccc32)c1,6.0%,-3.2%,-1.1%,?,-7.1%,?,-21.1,47.7%,i
CCN(c1ccccc1)S(=O)(=O)c1ccc(Cl)c(C(=O)NCCc2ccc(OC)cc2)c1,-0.1%,0.5%,-7.2%,?,i,-7.0%,-13.0,27.5%,i
COc1ccc(Nc2ccc(S(=O)(=O)N3CCCCC3)cc2[N+](=O)[O-])cc1,-3.6%,-2.3%,12.9%,-19.4%,-22.8%,?,-8.0,14.6%,i
CCOC(=O)c1cn[nH]c1C(F)(F)F,2.6%,4.2%,-10.5%,13.1%,-27.6%,-5.4%,5.3,-20.7%,i
COc1ccc(Br)cc1-c1nc2c(c(=O)[nH]c(=O)n2Cc2ccccc2)n1C,14.6%,3.8%,7.7%,2.2%,i,15.1%,7.7,-10.5%,i

# Printed as active in GLP1R inv ag, among the entries above:
Molecule,GLP1R ag,aSyn yeast inh,GLP1R inv ag,PTHR1 agonist,TDP-43 yeast inh,pAkt inh
Cc1cccc(N2CCN(C(=O)C3CCCN(S(=O)(=O)c4c(C)noc4C)C3)CC2)c1C (configuration not stated),-4.4%,-2.3%,7.94µM*,-36.2%[inhibitor],?,i
